Source: PubChem BioAssay (National Center for Advancing Translational Sciences (NCATS))
Tau fluor counter = counter-screen for tau fibril formation inhibitors; tau K18 P301L Alexa594 fluorescence, heparin fibrillization; Potency, µM (top dose mostly 57.7 µM), for inactives: at the top dose activity change, negative = decrease; hit rate 0.93% among 280,000; AID 1463; note: % is set by controls: 0 for no effect and ±100 for the full control effect; nearly all actives have a fitted effect of over 55% in size
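Human tau K18 P301L (15 uM unlabeled, 0.24 uM Alexa 594-labeled) in 100 mM sodium acetate pH 7 with 20 uM heparin, 6 hr at 37 C. ThT 30 uM added, 1 hr ambient; Alexa 594 FP and total fluorescence read at 555/632 nm.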
Tau fibril FP = tau fibrillization inhibition (FP) | P10636 | K18 P301L tau heparin fibrillization, Alexa594 FP, 6 h | Potency, µM (doses to about 57.7 µM), for inactives: at the top dose activity, negative = inhibition, hits mostly inhibitors | hit rate 0.39% among 280,000; note: % is set by controls: 0 for no effect and ±100 for the full control effect; nearly all actives have a fitted effect of over 55% in size
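FP of Alexa 594-tau after heparin (20 uM) induction. Substrate: human K18 P301L, 15 uM unlabeled, 0.24 uM labeled. Buffer 100 mM sodium acetate pH 7. 6 hr, 37 C.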
RECQ1 helicase = RECQ1 (human) helicase inhibition | RECQ1 DNA unwinding, red fluorescence kinetic read | Potency, µM (highest dose often 57.3 µM), for the others: at the highest dose activity, negative = inhibition, actives largely listed as inhibitors | hit rate 0.54% among 240,000;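 note: plate controls were vehicle for no effect and no enzyme for full effect; nearly all actives have a fitted effect of over 30% in size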
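50 nM RECQ1T1 preincubated 15 min with compound in Tris pH 8.0 buffer with MgCl2, DTT, Tween-20 and 2.5 ug/ml poly(dI-dC); started with 200 nM TAMRA/BHQ-2 forked duplex and 2 mM ATP. Unwinding read as fluorescence (525/598 nm), two reads 2 h apart.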
TR SRC2 fluor cs = alters Texas Red total fluorescence, flagging assay interference. TRb/SRC2 Texas Red total fluorescence interference. Potency, µM (titrated, usually from 106 µM), for inactives: top-dose fluorescence change, negative = quenching. hit rate 0.29% among 280,000; active = well fitted curve in either direction with a large enough effect; inconclusive = small, poorly fitted or top-dose-only effect; note: % is set by controls: 0 for no effect and ±100 for the full control effect
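Flags fluorescent or light-absorbing compounds by total fluorescence, S + 2P, at 555 nm excitation and 632 nm emission. Mixture: 20 nM Texas Red SRC2 peptide, 0.6 uM human TRb LBD, 1 uM T3, 5% DMSO; compound exposure 5 h at ambient temperature.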
L3MBTL1 block = blocks human L3MBTL1; hit rate 0.66% among 230,000; Potency, µM (top dose mostly 57.1 µM), without a hit: at the top dose activity, negative = inhibition, most hits filed as inhibitors; AlphaScreen L3MBTL1–H3K9me1 peptide binding; Q9Y468; AID 485360; note: % is set by controls: 0 for no effect and ±100 for the full control effect; nearly all actives have a fitted effect of over 60% in size
Target sequence (Q9Y468 whole entry, looked up): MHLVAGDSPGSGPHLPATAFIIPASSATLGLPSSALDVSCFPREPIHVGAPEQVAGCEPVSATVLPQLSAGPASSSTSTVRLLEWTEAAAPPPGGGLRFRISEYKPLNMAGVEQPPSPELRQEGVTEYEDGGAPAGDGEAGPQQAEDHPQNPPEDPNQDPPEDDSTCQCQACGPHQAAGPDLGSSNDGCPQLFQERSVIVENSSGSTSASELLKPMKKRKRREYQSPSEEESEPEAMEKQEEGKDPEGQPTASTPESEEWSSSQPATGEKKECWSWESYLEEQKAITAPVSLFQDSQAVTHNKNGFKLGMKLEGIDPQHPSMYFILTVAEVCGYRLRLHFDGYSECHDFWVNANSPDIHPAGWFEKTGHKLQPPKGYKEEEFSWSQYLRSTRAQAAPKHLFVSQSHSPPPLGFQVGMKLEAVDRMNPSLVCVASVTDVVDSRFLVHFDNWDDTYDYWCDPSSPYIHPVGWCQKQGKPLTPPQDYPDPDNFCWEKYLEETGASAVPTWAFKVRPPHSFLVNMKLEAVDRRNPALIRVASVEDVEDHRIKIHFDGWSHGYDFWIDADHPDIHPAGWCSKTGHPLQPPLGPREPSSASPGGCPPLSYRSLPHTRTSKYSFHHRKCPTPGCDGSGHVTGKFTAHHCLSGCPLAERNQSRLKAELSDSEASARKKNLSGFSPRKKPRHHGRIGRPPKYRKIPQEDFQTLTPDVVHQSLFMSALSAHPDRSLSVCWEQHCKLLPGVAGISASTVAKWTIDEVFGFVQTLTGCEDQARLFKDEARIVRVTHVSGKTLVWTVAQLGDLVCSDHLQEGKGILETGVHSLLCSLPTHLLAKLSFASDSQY
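L3MBTL1 (50 nM) pre-complexed 30 min with biotinylated H3(1-15)K9me1 peptide (75 nM), then compounds added for 30 min at room temperature; AlphaScreen streptavidin donor/nickel chelate acceptor beads (10 ug/mL final) read after 30 min dark incubation.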
TRb SRC2 PPI = inhibitors of human thyroid hormone receptor beta-SRC2 interaction; P10828; TRbeta-SRC2 peptide binding, fluorescence polarization; receptor liganded with 1 µM T3; Potency, µM (titrated, usually from 106 µM), without a hit: top-dose activity change, negative = inhibition, actives largely listed as inhibitors; hit rate 0.065% among 280,000; AID 1469;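 note: plate controls were bound peptide for no effect and peptide without receptor for full effect; nearly all actives have a fitted effect of over 50% in size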
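Each compound concentration gave % activity, normalized to unbound and bound Texas Red SRC2 controls, from polarization read after 5 hr ambient incubation with T3-loaded human TRb LBD.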
HTT cytoprotect = cytoprotection in Huntington HTT-Q103 PC12 cell model. hit rate 0.14% among 230,000. PC12 HTT-Q103 induced, cytoprotection, ATP luminescence, 40 h. AID 1471. Potency, µM (doses to about 56.4 µM), without a hit: cytoprotection (ATP increase), hits mostly activators;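 note: % of control where 0% means no effect; nearly all actives have a fitted effect of over 45% in size; toxic huntingtin expression switched on by the ecdysone agonist tebufenozide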
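Cells were plated at 1500 per well in phenol red-free DMEM with 5% equine and 5% calf serum. Tebufenozide (100 nM final) and compounds were added, then ATPlite reagent, and luminescence was read.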
Tau ThT inhib = inhibitors of human tau fibril formation, thioflavin T binding; hit rate 2.1% among 270,000; P10636; Potency, µM (titrated, usually from 57.4 µM), without a hit: top-dose activity, negative = inhibition, hits mostly inhibitors; recombinant tau K18 P301L (four-repeat tau fragment), heparin-induced fibrillization, ThT fluorescence; note: % is set by controls: 0 for no effect and ±100 for the full control effect; nearly all actives have a fitted effect of over 55% in size
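Aggregation was driven by heparin (20 uM final) acting on recombinant tau […] bearing P301L in 100 mM sodium acetate pH 7; fibrils were detected with Thioflavin T.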
* = called active by the depositor; i = inactive; ? = inconclusive; . = no result given; [ ] = another dose, or the depositor's remark. Unless noted, calls come from the whole dose curve; as a rule, active = well fitted curve in the direction sought with a large enough effect; inconclusive = small, poorly fitted or top-dose-only effect, or another doubt; inactive = no such curve, though single readings can be large; an effect the other way counts as inactive or inconclusive. Potency is the fitted concentration of half-maximal effect.

SMILES | Tau fluor counter | Tau fibril FP | RECQ1 helicase | TR SRC2 fluor cs | L3MBTL1 block | TRb SRC2 PPI | HTT cytoprotect | Tau ThT inhib
COc1ccc(N(C(=O)CNC(=O)c2ccco2)C(C(=O)NC2CCCC2)c2ccncc2)cc1 (configuration not stated) | -2% | 0% | 7% | -5% | -2% | -1% | . | 0%
Cc1ccc(-n2c3c(c(O)c(-c4ccccc4)c2=O)C(=O)CC(C)(C)C3)cc1 | 1% | 4% | -22% | -3% | -3% | -1% | . | -8%
O=C(Nc1cccc2nsnc12)c1ccc(-c2ccc(Br)cc2)o1 | -5% | 1% | i | -6% | 1% | -3% | -14% | -4%
Cn1c2c(c(=O)[nH]c1=O)C(c1cccc(O)c1)C1=C(N2)c2ccccc2C1=O (configuration not stated) | ? | 7% | i | -4% | -4% | -2% | -175% | ?
CN(CC(=O)Nc1ccc(S(N)(=O)=O)cc1)c1ccccc1 | -1% | -1% | 12% | -3% | . | 1% | -13% | -11%
COc1ccccc1N1C(=O)C2CC=CC(C)C2C1=O (configuration not stated) | 3% | 7% | 2% | 0% | 2% | 8% | 7%[10 µM] | -6%
O=C(NCc1ccc2c(c1)OCO2)c1ccc(=O)[nH]c1 | 1% | 5% | i | -6% | . | 2% | 1% | -5%
CC1CCN(C(=O)c2ccc(NC(=O)c3nsc4ccccc34)cc2)CC1 | -3% | 5% | . | 0% | . | -5% | . | -8%
CCOc1cc2[nH]c(=O)n(CCCN3CCN(c4ccc(OC)cc4)CC3)c(=O)c2cc1OCC | -30% | 7% | -7% | -3% | . | -1% | -7% | -16%
CCc1nnc(NC(=O)Nc2ccc(OC)cc2)s1 | ? | 6% | -10% | -1% | . | 2% | 8%[10 µM] | -8%
Cc1ccc(C)c(N2CCN(C(=O)Cn3c(C)c4cnn(-c5ccccc5)c(=O)c4c3C)CC2)c1 | -12% | 0% | . | -5% | . | 1% | . | -11%
CCOC(=O)c1c(NC(=O)c2ccccc2Cl)sc2c1CCc1ccccc1-2 | -29% | -13% | -11% | -1% | 58%[activator] | -5% | . | ?
Cc1ccc2nc(Cl)c(C3CC(c4cccs4)=NN3C(=O)CCC(=O)O)cc2c1 (configuration not stated) | 2% | 1% | -3% | -7% | 7% | 3% | 7%[10 µM] | -5%
COc1ccc(Nc2nc(-c3ccccc3)c(C(=O)Nc3cccnc3)s2)cc1 | ? | 11% | -4% | -5% | . | -5% | -24% | -7%
Cc1cc(C)nc(-n2nc(C)cc2NC(=O)CNCc2ccccc2)n1 | 4% | -2% | -3% | -3% | -1% | -1% | -6% | -7%
CCNC(=O)Nc1ccccc1C(=O)OC | -2% | 3% | 17% | -1% | -24% | 9% | -44% | 1%
CCN(C(=O)c1ccnc(C(C)(C)C)c1)c1ccccc1 | -2% | 6% | 9% | -1% | . | 3% | 10% | -10%
CCCCOC(=O)n1c(=S)oc2cc(Cl)ccc21 | -2% | -8% | -4% | -3% | 8% | -12% | -10% | -5%
CCOC(=O)/C=c1\s/c(=C\c2ccc3c(c2)OCCO3)c(=O)n1CC(=O)NCC1CCCO1 (configuration not stated) | -7% | -10% | -11% | -4% | -2% | 2% | -14% | -1%
Cc1cc2c(cc1S(=O)(=O)CCC(=O)N(C)Cc1ccccc1)OCC(=O)N2 | ? | 11% | . | -14% | 3% | 7% | . | ?
Fc1ccc(/C=N/Nc2nnnn2-c2ccccc2)cc1 | -1% | -4% | i | 1% | 10% | 6% | . | 1%
COc1ccc(-c2nc(CN3CCC(c4ccccc4)CC3)c(C)o2)cc1OC | -10% | -2% | i | 3% | -24% | 6% | -6%[10 µM] | -11%
COc1ccc(C)cc1NCC(=O)Nc1ccc(C(C)(C)C)cc1 | ? | ? | -18% | 0% | -11% | 7% | 35%[10 µM] | -12%
Cc1c(C2N3CC4(C)CN2CC(C)(C3)C4=O)c2ccccc2n1C (configuration not stated) | -5% | 6% | -1% | 0% | -5% | 7% | 13% | -8%
CNC(=O)OCc1cccc(COC(=O)NC)n1 | 7% | 6% | -2% | -1% | 5% | -19% | -4%[0.074 µM] | -1%
NC(=O)C1CCN(C(=O)c2ccc(CS(=O)(=O)c3c(Cl)cccc3Cl)o2)CC1 | 0% | -10% | -7% | 1% | 2% | 2% | -5% | -7%
CCOC(=O)c1c(NC(=O)c2cc(C)on2)sc(C)c1C | -22% | ? | . | 2% | . | -4% | . | ?
O=C(NC(=S)Nc1ccc(C(F)(F)F)cc1)c1csnn1 | -23% | ? | i | -1% | 2% | -6% | -4%[10 µM] | ?
CN(CCOc1ccccc1)C(=O)c1ccc(OC2CCN(C(=O)C3CC3)CC2)cc1 | -4% | 2% | -6% | -1% | -7% | -10% | 29%[10 µM] | ?
COc1ccccc1NC(=O)CSc1ncc2c(n1)-c1ccccc1N(Cc1ccccc1C)S2(=O)=O | -27% | ? | . | 1% | . | 0% | . | -18%
CCOc1ccc(C2=NNC(c3cccs3)=Nc3ccc(OCC)cc32)cc1 | ? | ? | -24% | -5% | . | -6% | -13% | ?
CCCOP(=O)(c1ccc(N(C)C)cc1)C(Nc1ccccc1)c1ccc(C)cc1 (configuration not stated) | -21% | -4% | -15% | 0% | -5% | -3% | 0%[10 µM] | ?
CCOC(=O)N1CCC(N2CCN(S(=O)(=O)c3ccc4ccccc4c3)CC2)CC1 | -12% | 5% | -9% | -4% | . | 4% | 19%[10 µM] | -16%
COC(=O)COc1ccccc1/C=C1/NC(=O)NC1=O | 10% | 5% | i | -2% | -16% | -2% | 18%[10 µM] | 3%
Cc1ccc(NC(=O)N2CCCC2c2cccs2)cc1 (configuration not stated) | 13% | 12% | -8% | -3% | 3% | -2% | -10% | 10%
COc1cc(OC)cc(-c2nnc(SCC(=O)N(C(C)C)C(C)C)o2)c1 | -5% | 5% | 12% | 1% | -5% | 11% | -18% | -10%
O=C(NCc1ccc(F)cc1)c1ccc(N2CCc3ccccc32)c([N+](=O)[O-])c1 | ? | ? | -13% | -1% | ? | -2% | 8%[10 µM] | ?
COC(=O)C1=C(C(=O)OC)SC(=C2C(=S)C(C)(C)N(C(=O)C(C)C)c3ccccc32)S1 | ? | ? | -4% | -1% | . | 0% | 10% | 1µM*
COc1cc(CNC2CCCC2)c(Br)cc1OCc1ccccc1 | -5% | 1% | i | -1% | 1% | -2% | 20%[10 µM] | 3%
CCN(c1ccccc1)c1nnc(NC(=O)Nc2cccc(C(F)(F)F)c2)s1 | 2% | -1% | . | -1% | . | -3% | . | 0%
CCOC(=O)C(NC(=O)c1ccccc1)(N1CCCC1=O)C(F)(F)F (configuration not stated) | 4% | 1% | -11% | -1% | -6% | 1% | -13% | 9%
COc1ccc2cc(CCNC(=O)C3CCCC3)c(=O)[nH]c2c1 | -1% | -10% | 0% | -5% | 3% | -1% | 20%[10 µM] | -12%
Cc1ccc(NC(=O)COC(=O)CSC(=S)N2CCOCC2)cc1C | -1% | 4% | i | 1% | 4% | 0% | -63% | 0%
O=C(/C=C/c1ccc2c(c1)OCO2)Nc1nc(-c2ccc(F)cc2)cs1 | -25% | ? | -8% | 3% | 11% | 3% | . | ?
COc1ccc2oc3cc(C)[n+]([O-])c(-c4ccc(Br)cc4)c3c2c1 | 4% | 6% | -12% | -2% | -2% | -9% | 35%[10 µM] | -7%
CCOC(=O)c1ccc(NC2c3ccccc3C(=O)N2c2cccnc2)cc1 (configuration not stated) | -14% | -4% | -3% | -2% | -6% | 1% | -1% | -1%
CCS(=O)(=O)N1CCCC(C(=O)NCc2ccc(C)cc2)C1 (configuration not stated) | -8% | -2% | -6% | -1% | 2% | 1% | -2% | -12%

These rows are one share of the data; the hit share may differ from the screen's.
